# Source: PubChem BioAssay
# DT40 TDP1 CPT = DT40-hTDP1 cell growth loss with CPT; chicken DT40 Tdp1-/-;hTDP1 cells + 20 nM CPT, ATP luminescence, 48 h; AID 686979; Potency, µM (doses to about 46.2 µM), for inactives: at the top dose activity change, negative = growth inhibition, hits mostly inhibitors; 12% of 420,000 active; further: nearly all actives have a fitted effect of over 55% in size
#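 Chicken DT40 Tdp1-/- cells complemented with human TDP1, 400 cells/well, exposed to compounds plus 20 nM camptothecin for at least 48 h at 37 C; viability read as ATP content by CellTiter-Glo luminescence.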
# N370S GC = inhibits or activates N370S mutant glucocerebrosidase; Potency, µM (series often up to 59.4 µM), for inactives: at the top dose activity change, negative = inhibition, actives largely listed as inhibitors; 0.092% of 330,000 active; AID 2101; N370S GC spleen homogenate, 4MU-glucoside fluorescence;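 further: 0% = full enzyme activity and -100% = no enzyme basal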
# FEN1 inhibitor = inhibitors of human flap endonuclease 1; Potency, µM (highest dose often 114 µM), for inactives: top-dose activity change, negative = inhibition, actives largely listed as inhibitors; Recombinant FEN1 flap cleavage, fluorescence, 15 min; P39748; 0.35% of 390,000 active; further: nearly all actives have a fitted effect of over 65% in size
# Target sequence (P39748 whole entry, looked up): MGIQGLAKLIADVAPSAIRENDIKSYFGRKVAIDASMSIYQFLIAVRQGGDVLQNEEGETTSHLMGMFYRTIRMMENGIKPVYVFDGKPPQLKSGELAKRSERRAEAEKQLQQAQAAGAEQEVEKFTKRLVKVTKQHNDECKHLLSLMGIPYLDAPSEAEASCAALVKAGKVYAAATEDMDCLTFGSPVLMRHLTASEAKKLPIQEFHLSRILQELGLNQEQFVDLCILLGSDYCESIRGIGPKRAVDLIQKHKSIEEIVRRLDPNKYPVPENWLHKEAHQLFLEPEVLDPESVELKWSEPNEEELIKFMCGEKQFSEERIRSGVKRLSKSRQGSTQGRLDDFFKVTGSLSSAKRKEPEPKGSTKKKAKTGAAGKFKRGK
#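 In this screen, 50 nM flap DNA substrate was added to 10 nM FEN1 pretreated with compound for 15 min at room temperature; cleavage was followed with reads at 0 and 15 min, and Hill fitting gave concentration–response parameters.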
# * = called active by the depositor; u = inconclusive; x = no result given; & = joins results of further samples; [ ] = dose if it differs, or a comment. The call rests on the fitted dose curve; in most records, active means well fitted curve in the direction sought with a large enough effect; inconclusive means small, poorly fitted or top-dose-only effect, or another doubt; inactive means no such curve, though single readings can be large; an effect the other way counts as inactive or inconclusive. Unless noted, on the % scale 0 is the no-effect control and ±100 the full control effect; potency means the concentration at half of the fitted maximal effect. Only part of the results is shown; rates above refer to the full screens.
SMILES,DT40 TDP1 CPT,N370S GC,FEN1 inhibitor
O=C(NCc1ccco1)C1CCN(Cc2ccc(F)cc2)CC1,-17%,-12%,-2%
CCOC(=O)c1c(NC(=O)CSc2nc3ccc(OC)cc3[nH]2)sc2c1CC(C)(C)NC2(C)C,u,-7%,-22%
Cc1cccc(N2C(=O)CSC23C(=O)N(CC(=O)NCCc2ccccc2)c2ccccc23)c1 (configuration not stated),u,x,-11%
Cc1ccc(C(=O)c2oc3ccccc3c2NC(=O)COc2ccc(Cl)c(C)c2)cc1,7%,x,2%
C=CCNC(=S)NNC(=O)c1ccc(OCC)cc1,u,8%,18%
CCN(CC)S(=O)(=O)c1csc(C(=O)NC2CCCCC2)c1,-23%,11%,-3%
COc1ccccc1NC(=O)c1ccc(NC(=O)c2ccc(=O)[nH]c2)cc1,u,x,18%
CC(C)(Nc1ccccc1)C(=O)c1ccccc1,-1%,4%,-2%
COc1ccc(S(=O)(=O)Nc2ccc(F)cc2F)cc1C(=O)N1CCOCC1,1%,1%,-3%
CCOC(=O)N1CCc2c(sc3c2c(=O)n(Cc2ccccc2)c(=O)n3CC(=O)Nc2ccc(C)cc2C)C1,-7%,x,-4%
CCOc1ccc(S(=O)(=O)n2ccnc2)c2ccccc12,1%,6%,1%
COc1ccc(CSc2nncn2N)cc1[N+](=O)[O-],1%,10%,5%
Cc1ccc(S(=O)(=O)N[C@@H](CO)C(=O)N[C@@H](Cc2ccc(O)cc2)C(=O)O)cc1,0%,-18%,-11%
CN1c2ccsc2C(=O)/C(=C\Nc2cccc(C(F)(F)F)c2)S1(=O)=O,11%,-4%,1%
CCCCc1nn2c(=O)cc(COC(=O)COc3ccc(C)cc3)nc2s1,-14%,x,-6%

# Reformatted as labelled records: four of the compounds above.
canonical_smiles: CCOC(=O)N1CCc2c(sc3c2c(=O)n(Cc2ccccc2)c(=O)n3CC(=O)Nc2ccc(C)cc2C)C1
  DT40 TDP1 CPT: -7%	N370S GC: x	FEN1 inhibitor: -4%
canonical_smiles: Cc1cccc(N2C(=O)CSC23C(=O)N(CC(=O)NCCc2ccccc2)c2ccccc23)c1 (configuration not stated)
  DT40 TDP1 CPT: u	N370S GC: x	FEN1 inhibitor: -11%
canonical_smiles: CCN(CC)S(=O)(=O)c1csc(C(=O)NC2CCCCC2)c1
  DT40 TDP1 CPT: -23%	N370S GC: 11%	FEN1 inhibitor: -3%
canonical_smiles: Cc1ccc(S(=O)(=O)N[C@@H](CO)C(=O)N[C@@H](Cc2ccc(O)cc2)C(=O)O)cc1
  DT40 TDP1 CPT: 0%	N370S GC: -18%	FEN1 inhibitor: -11%

# Later entries
SMILES,DT40 TDP1 CPT,N370S GC,FEN1 inhibitor
CCOC(=O)c1cnc(-n2nc(C)cc2C)nc1Nc1ccc(N(C)C)cc1,1.3µM*,1%,3%
COc1cc(F)ccc1CN1CCC(n2nccc2NC(=O)C2CCOC2)CC1 (configuration not stated),5%,1%,10%
Cc1c(NP(=O)(Oc2ccccc2F)Oc2ccccc2F)c(=O)n(-c2ccccc2)n1C,14%,4%,10%
CCC(C)NC(=O)c1c(C)oc2nc(C)nc(N3CCOCC3)c12 (configuration not stated),-4%,x,0%
CSc1nc2c(c(=O)[nH]1)C(c1cccc(Cl)c1Cl)CC(=O)N2 (configuration not stated),5%,-10%,-2%
CCOc1ccc(OCC)c(S(=O)(=O)n2cnc(C)c2)c1,1%,-6%,0%
Nn1c(-c2ccccn2)nnc1-c1ccccn1,-4%,1%,-2%
O=c1c2ccccc2nc(SCc2nnc(-c3ccccc3)o2)n1-c1ccc(F)cc1F,u,22%[2.35 µM],-4%
COc1ccc(N(/N=C2\Sc3ccccc3C2=O)C(C)=O)cc1,u,-1%,-6%
CC(C)(C)c1ccc(SCCc2ccccn2)cc1,4%,-2%,-8%
O=[N+]([O-])c1ccc(-c2nc(-c3cccs3)c(-c3cccs3)[nH]2)cc1,12µM*,-30%,0%
CC(=O)OCC(NC(=O)C(C)NC(=O)OC(C)(C)C)C1OC(n2cc(F)c(=O)[nH]c2=O)C(OC(C)=O)C1OC(C)=O (configuration not stated),x,0%,-6%
Cc1ccc(N2C(=O)CC(NCc3ccc4c(c3)OCO4)C2=O)cc1Cl (configuration not stated),2%,-19%,-5%
COc1ccc([C@H]2CC(=O)C=C(c3cccc(C(F)(F)F)c3)C2)cc1,u,x,-29%
Cc1cccc(OCC(=O)Nc2ccc(CN3CCOCC3)cc2)c1C,-3%,0%,-8%
O=C(c1cccc(Cl)c1)N1CCC2CC1c1cc(-c3ccccc3)ccc12 (configuration not stated),u,x,-16%
CCOC(=O)c1cccc(S(=O)(=O)N(CCO)Cc2cc3cc(OC)ccc3[nH]c2=O)c1,-16%,-12%,4%
Cc1cc(C)c(S(=O)(=O)NCC2CCC(C(=O)NCCc3ccccc3)CC2)c(C)c1 (configuration not stated),15µM*,x,-9%
CCOC(=O)C1=C(N)N(c2ccccc2)C2=C(C(=O)CCC2)C1c1cccnc1 (configuration not stated),6%,-10%,-2%
COCCNC(=S)Nc1ccc2[nH]c(=O)[nH]c2c1,1%,2%,-9%
Cc1ccc(C)c(CSc2nnc(C)c(=O)n2N)c1,12%,-8%,43%[activator]
C=CCC1(CC=C)CCCN1C(=O)CC1C(=O)NCCN1Cc1ccc(OC)c(OC)c1 (configuration not stated),2%,2%,21%
CC[N+](CC)(CC)c1ccc(/C=C/c2ccnc3ccccc23)cc1,0.4µM*,x,u
CC1CC=CC2C1C(=O)N(Cc1ccccc1)C2c1ccc(-c2ccc(N(C)C)cc2)cc1F (configuration not stated),x,-6%,-22%
COC(=O)c1sccc1NC(=S)N1CCN(c2cccc(C)c2C)CC1,18µM*,-13%,8%
O=C(OCCC1Oc2cccnc2NC1=O)c1ccc(F)cc1 (configuration not stated),6%,-6%,-1%
CC(C)OC(=O)CC(=O)CSc1nc2c(c(-c3cccs3)c1C#N)CCC2,-27%,-4%,-18%
CCOC(=O)c1c(NC(=O)C(C)NCc2ccco2)sc2c1CCC(C)C2 (configuration not stated),u,16%,-9%
ONC(=Nc1ccccc1)C(=Nc1ccccc1)NO,12%,-8%,-2%
N#Cc1ccccc1NC(=O)c1cc(=O)c2ccccc2o1,-15%,7%,-2%
CCOC(=O)c1ccc(NNC(=O)CC)c([N+](=O)[O-])c1,-7%,-6%,20%
CCn1cc(C(=O)NCCCOC)c(=O)c2cc(S(=O)(=O)N3CCCC3)ccc21,-10%&-4%,1%,-1%&7%
CC(=O)Nc1cccc(NC(=O)CSc2nnc(Cc3cccn3C)n2-c2ccc(C)cc2)c1,2%,0%,4%
C/C(=N\NC(=O)c1cccnc1)c1ccc(OC2OCCOC2Oc2ccc(/C(C)=N/NC(=O)c3cccnc3)cc2)cc1 (configuration not stated),u,5%,-2%
Cc1cccc(OCCNC(=O)c2ccc(Cl)c(S(=O)(=O)NCc3cccnc3)c2)c1,3.7µM*,x,14%
CCN(CC)CCNC(=O)c1ccc(NC(=O)c2ccccc2-c2ccc(C(F)(F)F)cc2)cc1,18µM*,-28%,2%
NC(=O)c1ncn([C@@H]2O[C@H](CNS(=O)(=O)c3cc4ccccc4s3)[C@@H](O)[C@H]2O)n1,-2%,x,16%
Cc1ccc(S(=O)(=O)N2CCCCC2)cc1C(=O)N1CCN(CCO)CC1,-19%,x,-10%
O=C(c1cccc(Br)c1)N1CCN(Cc2cc(=O)n3nc(-c4ccccc4)sc3n2)CC1,-2%,x,7%
Cc1noc(C)c1C(=O)Nc1nnc(CC(C)C)s1,1%,20%,4%
Cc1ccc(-n2c(=O)c3ccc(C(=O)NCc4ccco4)cc3n(CC(=O)Nc3ccccc3C(F)(F)F)c2=O)cc1,-1%,x,-13%
CCCCn1c(N)c(N(CCOC)C(=O)C2CCN(c3ncnc4sc(C)c(C)c34)CC2)c(=O)[nH]c1=O,5%,-6%,13%
COC(=O)c1cc(OC)c(OC)cc1NC(=O)c1ccc2c(c1)CCN2S(=O)(=O)c1ccccc1,0%,x,-3%
O=C(COc1ccc(-c2ccccc2)cc1)N/N=C/c1cc(O)ccc1Br,u,24%,-14%
CCOC(=O)C1=C(C)OC(N)=C(C#N)C1c1cc2cc(C)ccc2nc1N1CCCCC1 (configuration not stated),u,1%,-3%
CCOC(=O)CCCCCC(=O)Nc1ccc2c(c1)CC(=O)N([C@H](C)CO)C[C@@H](C)[C@H](CN(C)Cc1ccc3c(c1)OCO3)O2,u,x,18%
COc1cccc(NC(=S)NN2C(C)CCCC2C)c1 (configuration not stated),-6%,-24%,1%
Cc1ccc(-c2nc(=S)c3c(n2Cc2ccco2)CC(C)(C)OC3)cc1,16µM*,x,-12%
C/C(=N/NC(=O)c1ccc(Br)o1)c1cccs1,-8%,1%,-4%
Cc1ccc(OCCNC(=O)c2ccc3ccccc3n2)cc1,u,7%,-6%
CCN(CC)C(=O)c1c(-c2ccccc2)oc2ccc(O)cc12,-17%,-3%,-19%
Cc1ccc(C)c(NC(=S)NNC(=O)c2ccco2)c1,-20%,-5%,-15%
Cc1c(Cl)cccc1NC(=S)Nc1ccc(S(=O)(=O)Nc2ncccn2)cc1,-17%,x,-4%
CN(C)CCNC(=S)Nc1ccccc1Cl,6%,-22%,0%
COc1ccc(CCN(C)C2CCCN(C(=O)c3sccc3C)C2)cc1OC (configuration not stated),-18%,0%,6%
CCOC(=O)C1=C(c2ccc(OC)cc2)C(=O)c2ccccc2C1=O,1.2µM*,-19%,u
CCCCN(c1nc2ccccc2nc1Cl)S(=O)(=O)c1ccc(C)cc1,21µM*,9%,-22%
Cc1c(C(=O)N2CCC(C)CC2)sc2ncn(CC(=O)N3CCC(C)CC3)c(=O)c12,-17%,-2%,-1%
Cc1ccc2cccc(NC(=O)c3ccc(-c4cccc(Cl)c4)o3)c2n1,4%,x,-7%
O=[N+]([O-])c1nn(-c2ccccc2)n(O)c1=NC1CCN(Cc2ccccc2)CC1,3.3µM*,3%,-1%

# Just DT40 TDP1 CPT (four entries from above):
Structure | DT40 TDP1 CPT
Cc1ccc(C)c(NC(=S)NNC(=O)c2ccco2)c1 | -20%
Cc1c(Cl)cccc1NC(=S)Nc1ccc(S(=O)(=O)Nc2ncccn2)cc1 | -17%
CN(C)CCNC(=S)Nc1ccccc1Cl | 6%
COc1ccc(CCN(C)C2CCCN(C(=O)c3sccc3C)C2)cc1OC (configuration not stated) | -18%

# Going on with the list.
SMILES,DT40 TDP1 CPT,N370S GC,FEN1 inhibitor
CS(=O)(=O)Nc1ccccc1C(=O)Nc1cc2c(cc1C(=O)O)OCCCO2,1%,-3%,-12%
Cc1[nH]c2ccccc2c1/C=N/NC(=O)CNC(=O)c1ccc2c(c1)OCO2,11%,-5%,6%
CCC(=O)N1CCc2cc(Br)cc(S(=O)(=O)N3CCCC(C(=O)NC(C)(C)C)C3)c21 (configuration not stated),u,2%,5%
Cc1cccc2sc(NC(=O)c3ccc(NS(=O)(=O)c4cccs4)cc3)nc12,u,-8%,-17%
CC(C)(C)OC(=O)N1CCC(c2c(C(=O)NCCN3CCOCC3)cnn2-c2cccc(Cl)c2)CC1,u,x,-3%
O=C(NCCc1ccccc1)C1CCN(Cc2cc3ccccc3n2Cc2ccccc2)CC1,u,x,-11%
CC(C)[C@H](NC(=O)c1cccc(S(=O)(=O)N2CCOCC2)c1)C(=O)Nc1nc2ccccc2s1,u,0%,1%
C[N+](C)(C)CCCNC(=O)c1ccc(/C=N/O)nc1,-10%,1%,-1%
Cc1ccccc1C(=O)NCC(=O)NNC(=S)NC(=O)c1ccccc1C,-13%,-4%,-5%
CCCn1c(=O)cc(N)n(-c2ccc(OC(F)(F)F)cc2)c1=O,9%,-14%,14%
N#CC1(NC(=O)CSc2nc3ncc(Cl)cc3[nH]2)CCCCC1,-4%,-29%,-8%
O=C(NC1CCCCC1)C(c1ccncc1)N(Cc1ccc2c(c1)OCO2)C(=O)c1cnsn1 (configuration not stated),u,26%,26%
CSC1=NC2(C)CCCCC2C12C=CC(=O)C=C2 (configuration not stated),-3%,12%,-8%
COc1ccccc1CCN=C(N)NS(=O)(=O)c1ccc(C)cc1,u,24%,-5%
COc1ccccc1NC(=S)N1CCCC1,-10%,3%,-1%
Cc1nc(C)c(C(=O)O)c(-c2ccsc2)c1C(=O)O,5%,5%,-1%
C/C(=N/NC(=O)c1ccco1)c1cccc(NC(=O)c2ccc(C)o2)c1,-12%,1%,-7%
Cc1ccc2nc(-c3cccc(Br)c3)cc(C(=O)NC3=NCCS3)c2c1,u,12%,-3%
O=C(OCC(=O)N1CCN(c2ccccc2)CC1)C1=COCCO1,4%,2%,2%
O=C(CCCN1C(=O)c2cccc3cccc(c23)C1=O)N1CCN(c2ccccn2)CC1,u,5%,1%
Cn1cnc2cc(NCc3ccccc3Cl)ccc21,-18%,-1%,-2%
Cc1cc(-n2c(C)nc3ccccc3c2=O)ccc1NC(=O)C(F)(F)F,u,x,10%
CCCCNS(=O)(=O)c1ccc(OC)c2ncccc12,10%,10%,2%
CCCCNC(=O)/C(C#N)=c1\s/c(=C\c2ccccc2OC(F)F)c(=O)n1CCCOC,-2%,12%,-4%
CN1CCN(CC(=O)Nc2nc(-c3ccccc3)cs2)CC1,-7%,2%,0%
